CCR6 antagonist: CCR6 (human) receptor antagonism; P51684; CHO-K1 CCR6 PathHunter beta-arrestin, luminescence, CCL20-stimulated; inhibition, % at 20 µM; actives 0.49% (n = 340,000);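 active = compounds whose inhibition of the agonist-driven luminescence signal at 20 µM reaches about 50%, limit read from the data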;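 note: cells stimulated with CCL20 at 14 nM final; plate controls were DMSO with CCL20 for no effect and DMSO without agonist for full effect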
CXCR6 inh: blocks human CXCR6 beta-arrestin recruitment | O00574 | CHO-K1 PathHunter CXCR6 beta-arrestin, luminescence | inhibition, % at 20 µM | actives 0.36% (n = 360,000) | AID 602244; in the data active = inhibition above about 34%, passing the limit was not always enough;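 note: antagonist mode with CXCL16 agonist at 10 nM final; 0% = 10 nM CXCL16 with DMSO and 100% = unstimulated wells without agonist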
EBI2 block: antagonists of human EBI2 receptor; P32249; EBI2 beta-arrestin recruitment, luminescence, 7a,25-OHC stimulated; inhibition, % at 5 µM; actives 0.81% (n = 360,000); in the data active = inhibition above about 38%;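 note: enzyme fragment complementation signal reports receptor beta-arrestin coupling in cells; 0% = agonist plus DMSO wells and 100% = wells without agonist; some results beyond the cut were filed as inactive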
ATG4B inhibitor: blocks human ATG4B protease cleavage of LC3 substrate; Q9Y4P1; inhibition, % at 8.33 µM; actives 0.51% (n = 340,000); ATG4B cleavage of LC3-PLA2, NBD-HPC fluorescence, 1 h; in the data active = inhibition above about 40%
Target sequence (Q9Y4P1 whole entry, looked up): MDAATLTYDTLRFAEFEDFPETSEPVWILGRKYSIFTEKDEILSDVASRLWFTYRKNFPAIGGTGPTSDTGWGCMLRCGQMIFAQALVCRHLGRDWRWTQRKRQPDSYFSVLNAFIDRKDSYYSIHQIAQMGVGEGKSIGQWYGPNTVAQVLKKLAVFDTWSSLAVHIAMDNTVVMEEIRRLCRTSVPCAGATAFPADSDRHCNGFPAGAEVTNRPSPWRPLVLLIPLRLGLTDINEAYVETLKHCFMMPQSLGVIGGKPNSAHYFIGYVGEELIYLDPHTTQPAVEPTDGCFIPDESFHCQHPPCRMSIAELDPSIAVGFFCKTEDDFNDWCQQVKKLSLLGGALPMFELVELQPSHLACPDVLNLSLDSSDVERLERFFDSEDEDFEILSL
APJ antagonist: APJ receptor antagonism | actives 0.32% (n = 330,000) | CHO-K1 APJ beta-arrestin complementation, luminescence | P35414 | inhibition, % at 20 µM | AID 2521;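 active = inhibition above about 40% at 20 µM, limit read from the data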;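 note: cells challenged with 10 nM apelin-13 agonist together with compound; plate controls were apelin-13 plus DMSO wells for no effect and DMSO wells lacking apelin-13 for full effect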
Target sequence (P35414 whole entry, looked up): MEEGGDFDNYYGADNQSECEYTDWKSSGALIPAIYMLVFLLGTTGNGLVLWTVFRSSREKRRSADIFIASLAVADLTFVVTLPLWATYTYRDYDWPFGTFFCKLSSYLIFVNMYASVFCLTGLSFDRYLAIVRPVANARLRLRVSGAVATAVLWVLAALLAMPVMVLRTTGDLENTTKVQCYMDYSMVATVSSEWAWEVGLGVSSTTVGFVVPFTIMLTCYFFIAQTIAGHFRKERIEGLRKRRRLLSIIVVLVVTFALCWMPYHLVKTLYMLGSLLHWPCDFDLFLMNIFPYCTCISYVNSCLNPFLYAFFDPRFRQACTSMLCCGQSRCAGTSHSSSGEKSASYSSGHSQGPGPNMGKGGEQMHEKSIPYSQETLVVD
APJ ag: agonists of human APJ apelin receptor | P35414 | CHO-K1 APJ PathHunter beta-arrestin, luminescence; 0% DMSO wells, 100% apelin | activation, % at 20 µM | actives 0.11% (n = 330,000) | AID 2520;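 active = activation more than six SD over the plate average, tested at 20 µM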;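 note: 0% = DMSO alone and 100% = apelin-13 at 10 nM; some results filed as inactive read as strong as hits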
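system = engineered CHO-K1 APJ arrestin reporter cells | input = 1000 cells per well | timing = overnight seeding, 90 min compound at 25 °C, 1 h detection | measured by = enzyme-fragment complementation luminescence | read-out = beta-arrestin recruitment to APJ as agonist activity, luminescent signal | control set = negative DMSO alone, positive Apelin-13 at 10 nM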
UBC13 inh: human UBC13 polyubiquitination inhibition. UBC13 polyubiquitin chain formation, TR-FRET. inhibition, % at 20 µM. actives 0.47% (n = 330,000); in the data active = inhibition above about 45%, passing the limit was not always enough
Target sequence (P61088 whole entry, looked up): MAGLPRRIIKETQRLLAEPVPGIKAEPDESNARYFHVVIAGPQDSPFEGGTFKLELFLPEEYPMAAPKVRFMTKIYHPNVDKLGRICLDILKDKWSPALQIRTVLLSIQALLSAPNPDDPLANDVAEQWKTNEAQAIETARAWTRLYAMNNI
Gli-Sufu antag: antagonists of Gli-Sufu signaling | actives 0.74% (n = 340,000) | inhibition, % at 5 µM | Sufu-KO-LIGHT fibroblasts, Gli luciferase reporter luminescence;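 active = inhibition above about 55%, limit read from the data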;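 note: 0% = DMSO-treated cells and 100% = wells with medium but no cells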
* = called active by the depositor.

COc1cccc(/C=N/NC(=O)C[n+]2ccccc2)c1OC was read as CCR6 antagonist 0, CXCR6 inh 0, EBI2 block -5, ATG4B inhibitor 15, APJ antagonist 1, APJ ag -4, UBC13 inh 16 and Gli-Sufu antag 44.
For CCN(CC(=O)Nc1c(F)cccc1F)C(=O)/C=C/c1ccc(Br)s1 the results were CCR6 antagonist 7, CXCR6 inh 10, EBI2 block 6, ATG4B inhibitor 1, APJ antagonist -27, APJ ag -7, UBC13 inh 2 and Gli-Sufu antag -7.
`O=[N+]([O-])c1cc(-c2ccc(/C=N/n3cnnc3)o2)ccc1Cl` gave CCR6 antagonist -13, CXCR6 inh -1, EBI2 block 9, ATG4B inhibitor 0, APJ antagonist -14, APJ ag 8, UBC13 inh -19 and Gli-Sufu antag 2.
For O=C(Nc1ccc(N2CCN(C(=O)c3cccs3)CC2)cc1)c1cccnc1 the results were CCR6 antagonist -11, CXCR6 inh -6, EBI2 block 6, ATG4B inhibitor -6, APJ antagonist 0, APJ ag -2, UBC13 inh 8 and Gli-Sufu antag 5.
CCCCCCCN=CC1=C(O)CC(c2ccccc2)CC1=O (stereo unspecified) was read as CCR6 antagonist 11, CXCR6 inh 8, EBI2 block -4, ATG4B inhibitor 4, APJ antagonist 6, APJ ag 3, UBC13 inh -7 and Gli-Sufu antag -3.
`O=C1CC(c2ccccc2Cl)CC(O)=C1C=Nc1ccccc1` (stereo unspecified) gave CCR6 antagonist -3, CXCR6 inh 0, EBI2 block 10, ATG4B inhibitor 53*, APJ antagonist 11, APJ ag 0, UBC13 inh 7 and Gli-Sufu antag 17.
Screening O=C(Cc1coc2ccc3ccccc3c12)Nc1nccs1 returned CCR6 antagonist 8, CXCR6 inh -5, EBI2 block 3, ATG4B inhibitor -12, APJ antagonist 11, APJ ag -4, UBC13 inh 7 and Gli-Sufu antag 5.
`O=C(Nc1ccc(F)cc1)c1ccccc1Oc1ccc(C(F)(F)F)cc1[N+](=O)[O-]` gave CCR6 antagonist 36, CXCR6 inh 8, EBI2 block 8, ATG4B inhibitor 4, APJ antagonist -9, APJ ag -3, UBC13 inh 1 and Gli-Sufu antag 3.
For Cc1nc(-c2ccccc2)sc1C1(C)CC(c2ccc(C#N)cc2)=NO1 (stereo unspecified) the results were CCR6 antagonist 11, CXCR6 inh -4, EBI2 block 7, ATG4B inhibitor -8, APJ antagonist -13, APJ ag 2, UBC13 inh 8 and Gli-Sufu antag 1.
Nc1ccc(Br)cc1-c1nc2ccccc2[nH]c1=O was read as CCR6 antagonist 32, CXCR6 inh 15, EBI2 block -2, ATG4B inhibitor 1, APJ antagonist 28, APJ ag -3, UBC13 inh -9 and Gli-Sufu antag 52.
CN(Cc1ccccc1)C(=O)c1cccc(NC(=O)Cc2ccc([N+](=O)[O-])cc2)c1 was read as CCR6 antagonist 14, CXCR6 inh -10, EBI2 block 13, ATG4B inhibitor -8, APJ antagonist 4, APJ ag 0, UBC13 inh 9 and Gli-Sufu antag 17.
For Cc1nc2nc(C)c(NS(=O)(=O)c3ccc(Cl)cc3)c(=O)n2[nH]1 the results were CCR6 antagonist 2, CXCR6 inh -4, EBI2 block 5, ATG4B inhibitor 0, APJ antagonist 17, APJ ag -3, UBC13 inh 6 and Gli-Sufu antag -10.
For O=C(Nc1cccc([N+](=O)[O-])c1)NN1CCCCCC1 the results were CCR6 antagonist 20, CXCR6 inh 4, EBI2 block 6, ATG4B inhibitor 18 and Gli-Sufu antag 8.
CCOc1cc(C(=O)OC(C)C(=O)Nc2ncc(Cl)cc2Cl)ccc1OCC(=O)N1CCOCC1 (stereo unspecified) was read as CCR6 antagonist 0, CXCR6 inh 0, EBI2 block -8, ATG4B inhibitor -11, APJ antagonist 11, APJ ag -5, UBC13 inh -7 and Gli-Sufu antag -2.
`CC(Oc1cccc2cccnc12)C(=O)N/N=C/c1ccc2c(c1)OCO2` (stereo unspecified) gave CCR6 antagonist 6, CXCR6 inh -4, EBI2 block 3, ATG4B inhibitor 1, APJ antagonist 8, APJ ag 0, UBC13 inh -2 and Gli-Sufu antag -25.
CCc1ccccc1NS(=O)(=O)c1ccc(SC)cc1 was read as CCR6 antagonist 16, CXCR6 inh -8, EBI2 block -1, ATG4B inhibitor 5, APJ antagonist -5, APJ ag -2, UBC13 inh 3 and Gli-Sufu antag -14.
`c1ccc(C2CCC(N3CCN(c4ccccc4)CC3)CC2)cc1` (stereo unspecified) gave CCR6 antagonist 6, CXCR6 inh 6, EBI2 block 5, ATG4B inhibitor 0, APJ antagonist 12, APJ ag 0, UBC13 inh -5 and Gli-Sufu antag 22.
Screening CN(CCOC(=O)/C=C/c1ccco1)Cc1ccccc1 returned CCR6 antagonist 13, CXCR6 inh 0, EBI2 block 7, ATG4B inhibitor -8, APJ antagonist 10, APJ ag -3, UBC13 inh -6 and Gli-Sufu antag 1.
For O=C(CCCNS(=O)(=O)c1ccc(Br)cc1)N1CC[C@@]2(O)CCCC[C@H]2C1 the results were CCR6 antagonist -13, CXCR6 inh -3, EBI2 block 8, ATG4B inhibitor -3, APJ antagonist -12, APJ ag -7, UBC13 inh -1 and Gli-Sufu antag 2.
`O=C(C1CC12CCCC2)N1CCC(CO)(Cc2ccccc2Cl)CC1` (stereo unspecified) gave CCR6 antagonist 1, CXCR6 inh -3, EBI2 block 9, ATG4B inhibitor 14, APJ antagonist 8, APJ ag 2, UBC13 inh -10 and Gli-Sufu antag -3.
Cc1nc2ccc(-c3nc4ccccc4[nH]3)cc2[nH]1 was read as CCR6 antagonist -2, CXCR6 inh -13, EBI2 block 3, ATG4B inhibitor -4, APJ antagonist 3, APJ ag 0, UBC13 inh 7 and Gli-Sufu antag -76.
For Nc1cccc(Oc2cnccn2)c1 the results were CCR6 antagonist 6, CXCR6 inh 3, EBI2 block -13, ATG4B inhibitor 11, APJ antagonist 21, APJ ag 0, UBC13 inh 0 and Gli-Sufu antag -1.
For CCn1cc(C(=O)N2CCc3ccccc32)c(=O)c2cc(S(=O)(=O)N3CCCCCC3)ccc21 the results were CCR6 antagonist 10, CXCR6 inh 2, EBI2 block -6, ATG4B inhibitor 2, APJ antagonist 25, APJ ag 1, UBC13 inh -4 and Gli-Sufu antag 7.
Screening CCCC(=O)NC(Nc1ccc(S(=O)(=O)Nc2ncccn2)cc1)(C(=O)OCC)C(F)(F)F (stereo unspecified) returned CCR6 antagonist -4, CXCR6 inh -10, EBI2 block -7, ATG4B inhibitor -13, APJ antagonist 5, APJ ag 1, UBC13 inh -2 and Gli-Sufu antag 3.
Screening CSCCC(NC(=O)c1ccc([N+](=O)[O-])cc1Cl)C(=O)OCC(=O)C12CC3CC(CC(C3)C1)C2 (stereo unspecified) returned CCR6 antagonist -5, CXCR6 inh -5, EBI2 block 7, ATG4B inhibitor 2, APJ antagonist -15, APJ ag 1, UBC13 inh -10 and Gli-Sufu antag 9.
CC1(C)CC(C(=O)NCCC(c2ccccc2)c2ccco2)CCO1 (stereo unspecified) was read as CCR6 antagonist 1, CXCR6 inh 7, EBI2 block -19, ATG4B inhibitor 4, APJ antagonist -5, APJ ag 1, UBC13 inh -7 and Gli-Sufu antag 0.
`C[C@H](CO)N1C[C@H](C)[C@@H](CN(C)S(=O)(=O)c2ccccc2)Oc2c(NC(=O)Nc3ccc4c(c3)OCO4)cccc2C1=O` gave CCR6 antagonist -5, CXCR6 inh -4, EBI2 block -2, ATG4B inhibitor -5, APJ antagonist 1, APJ ag 0, UBC13 inh 7 and Gli-Sufu antag 1.
Screening N#Cc1nc(-c2ccc(OCc3ccccc3)cc2)oc1N1CCC(C(N)=O)CC1 returned CCR6 antagonist -2, CXCR6 inh 12, EBI2 block 6, ATG4B inhibitor 10, APJ antagonist -40, APJ ag 4, UBC13 inh 7 and Gli-Sufu antag -3.
`COc1ccc(C)cc1NC(=O)CCNS(=O)(=O)c1ccc2c(c1)CCC(=O)N2` gave CCR6 antagonist 7, CXCR6 inh -2, EBI2 block 4, ATG4B inhibitor -4, APJ antagonist 26, APJ ag 5, UBC13 inh 0 and Gli-Sufu antag 4.
Screening CC(C)(C)CN1CCNC(=O)C1CC(=O)NCc1cccc(-n2cccn2)c1 (stereo unspecified) returned CCR6 antagonist -7, CXCR6 inh 2, EBI2 block 0, ATG4B inhibitor 9, APJ antagonist -11, APJ ag -1, UBC13 inh 0 and Gli-Sufu antag 4.
CN(C)S(=O)(=O)N1CCN(c2ccccc2Cl)CC1 was read as CCR6 antagonist 0, CXCR6 inh 0, EBI2 block 5, ATG4B inhibitor -4, APJ antagonist 23, APJ ag -4, UBC13 inh 4 and Gli-Sufu antag 1.
Screening CCOC(=O)N1CCC(NC(=O)C2CCN(S(=O)(=O)c3cccc4cccnc34)CC2)CC1 returned CCR6 antagonist -5, ATG4B inhibitor -11, APJ antagonist -9, APJ ag -4, UBC13 inh -9 and Gli-Sufu antag 1.
CCCCc1cc(=O)oc2cc(C)cc(OC(C)C(=O)NCc3ccncc3)c12 (stereo unspecified) was read as CCR6 antagonist 12, CXCR6 inh 9, EBI2 block 3, ATG4B inhibitor -3, APJ antagonist -21, APJ ag 0, UBC13 inh 12 and Gli-Sufu antag -8.
For COc1ccc2nc(NC(=O)C3CCN(S(=O)(=O)c4cccs4)CC3)sc2c1 the results were CCR6 antagonist -4, CXCR6 inh -1, EBI2 block 21, ATG4B inhibitor -18, APJ antagonist -3, APJ ag 4, UBC13 inh 11 and Gli-Sufu antag 9.
`CN(C)CCC(=O)C(Cc1ccccc1)c1ccccc1` (stereo unspecified) gave CCR6 antagonist 3, CXCR6 inh 5, EBI2 block -4, ATG4B inhibitor 3, APJ antagonist -10, APJ ag 0, UBC13 inh 47* and Gli-Sufu antag 7.
For COc1ccccc1-n1cnc2sc(-c3ccccc3)cc2c1=O the results were CCR6 antagonist 7, CXCR6 inh -4, EBI2 block 5, ATG4B inhibitor -2, APJ antagonist -6, APJ ag 2, UBC13 inh 0 and Gli-Sufu antag -44.
For N#CC1=C(S)N(c2ccccc2)C(c2ccc(-c3cc(Cl)ccc3Cl)o2)NC1=O (stereo unspecified) the results were CCR6 antagonist 2, CXCR6 inh -7, EBI2 block -11, ATG4B inhibitor 27, APJ antagonist 11, APJ ag -3, UBC13 inh -10 and Gli-Sufu antag 1.
For CCCn1c2ccccc2c2cnn(CC(=O)N3CCOCC3)c(=O)c21 the results were CCR6 antagonist 11, CXCR6 inh -1, EBI2 block -6, ATG4B inhibitor 4, APJ antagonist 14, APJ ag 5, UBC13 inh 8 and Gli-Sufu antag -1.
COCCCn1c(=O)c2sccc2n(Cc2ccc(C)cc2)c1=O was read as CCR6 antagonist 12, CXCR6 inh -6, EBI2 block -10, ATG4B inhibitor -6, APJ antagonist 6, APJ ag -2, UBC13 inh 17 and Gli-Sufu antag 2.
`COC(=O)c1c(NC(=O)COC(=O)CCNS(=O)(=O)c2ccc(NC(C)=O)cc2)sc(C)c1C` gave CCR6 antagonist 11, CXCR6 inh 5, EBI2 block -10, ATG4B inhibitor -17, APJ antagonist -28, APJ ag 3, UBC13 inh 4 and Gli-Sufu antag -3.
COc1ccc(CN(C)C(=O)c2cccc(NS(=O)(=O)c3ccccc3)c2)cc1F was read as CCR6 antagonist 9, CXCR6 inh 2, EBI2 block 3, ATG4B inhibitor -7, APJ antagonist 12, APJ ag -4, UBC13 inh 1 and Gli-Sufu antag -5.

A draw from above in order of length of the SMILES, lowest first.
For CCCn1c2ccccc2c2cnn(CC(=O)N3CCOCC3)c(=O)c21 the results were CCR6 antagonist 11, CXCR6 inh -1, EBI2 block -6, ATG4B inhibitor 4, APJ antagonist 14, APJ ag 5, UBC13 inh 8 and Gli-Sufu antag -1.
CCCCc1cc(=O)oc2cc(C)cc(OC(C)C(=O)NCc3ccncc3)c12 (stereo unspecified) was read as CCR6 antagonist 12, CXCR6 inh 9, EBI2 block 3, ATG4B inhibitor -3, APJ antagonist -21, APJ ag 0, UBC13 inh 12 and Gli-Sufu antag -8.
`COc1ccc(C)cc1NC(=O)CCNS(=O)(=O)c1ccc2c(c1)CCC(=O)N2` gave CCR6 antagonist 7, CXCR6 inh -2, EBI2 block 4, ATG4B inhibitor -4, APJ antagonist 26, APJ ag 5, UBC13 inh 0 and Gli-Sufu antag 4.
